rTrxR1 inhibitor = rat TrxR1 inhibition | 1% of 390,000 active | recombinant rTrxR1, NADPH fluorescence consumption, selenite substrate | Potency, µM (top dose mostly 114 µM), without a hit: at the top dose activity change, negative = inhibition, actives largely listed as inhibitors | AID 588453; further: potency means the concentration at half of the fitted maximal effect; on the % scale 0 is the no-effect control and ±100 the full control effect; nearly all actives have a fitted effect of over 65% in size
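Rat TrxR1 (90 nM in the dispensed reagent) was pre-reduced with 400 uM NADPH for 5 min at room temperature, then incubated with compound for 15 min. After 400 uM selenite was added, NADPH fluorescence (Ex 340/Em 450 nm) was followed for 8 min.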
Pin1 inhibitor = human Pin1 inhibition | Q13526 | Potency, µM (titrated, usually from 115 µM), inactives show at the highest dose activity, negative = inhibition, hits mostly inhibitors | 0.009% of 390,000 active | Pin1 FP peptide displacement, HiFluor488, 10 min; active means well fitted inhibition curve with a large enough effect in the polarisation, with a control signal flat, not every such curve was filed as active; inconclusive means small, poorly fitted or top-dose-only effect, or effect the other way, or a change in a side signal; inactive means no such curve, though single readings can be large or run the other way; the % refers to the polarisation; further: potency means the concentration at half of the fitted maximal effect; on the % scale 0 is the no-effect control and ±100 the full control effect
Target sequence (Q13526 whole entry, looked up): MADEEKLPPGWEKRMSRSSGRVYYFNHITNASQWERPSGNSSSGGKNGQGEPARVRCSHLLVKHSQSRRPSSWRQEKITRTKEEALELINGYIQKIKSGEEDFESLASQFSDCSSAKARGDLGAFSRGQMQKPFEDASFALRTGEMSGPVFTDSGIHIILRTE
TrxR1 substrate = substrates of rat thioredoxin reductase 1. 0.01% of 390,000 active. Potency, µM (top dose mostly 114 µM), for the others: at the top dose activity change, negative = substrate turnover. purified TrxR1 substrate turnover, NADPH consumption readout. O89049. AID 588456; further: potency means the concentration at half of the fitted maximal effect; on the % scale 0 is the no-effect control and ±100 the full control effect; nearly all actives have a fitted effect of over 50% in size
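Rat TrxR1, dispensed at 90 nM, was prereduced with 400 uM NADPH (final) for 5 min at ~22 deg C, then incubated with compound 15 min before 400 uM selenite. A first-read NADPH fluorescence drop versus no-compound background flagged substrates.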
D2 ag = agonists of human D2 dopamine receptor. P14416. HEK293 T-REx D2 cells, calcium flux agonist mode. activation, % at 2 µM. 0.53% of 340,000 active. AID 485358;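 active means activation over 3 SD above normal in the single-dose calcium agonist read, cut at about 30% in these data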; further: 0% is about no effect
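Agonism is scored from calcium flux in a force-coupled, inducible HEK293 cell line expressing D2, read kinetically for 180 s after compound addition against dopamine controls.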
USP1 inh = USP1/UAF1 (human) deubiquitinase inhibition | recombinant USP1/UAF1, Ub-Rhodamine cleavage fluorescence | O94782 | 0.23% of 390,000 active | Potency, µM (doses to about 57.1 µM), inactives show at the highest dose activity change, negative = inhibition, hits mostly inhibitors; further: potency means the concentration at half of the fitted maximal effect; on the % scale 0 is the no-effect control and ±100 the full control effect; nearly all actives have a fitted effect of over 60% in size; inactives centre near -12
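1 nM enzyme complex + cpd, 15 min RT; start with Ub-Rho 150nM final; kinetic fluorescence ex 480/em 540, 6 reads q60 s. Buffer 50mM HEPES pH 7.8, 0.5mM EDTA, 0.1 mg/ml BSA, 1mM TCEP, 0.01% Tween-20.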
D2 antag = antagonizes the human D2 dopamine receptor | HEK293 TREx D2 cells, calcium flux, dopamine EC80 | inhibition, % at 10 µM | 2% of 340,000 active | AID 485344; in the data active means inhibition above about 30%; further: 0% is about no effect
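Inhibition of EC80 dopamine-driven calcium flux, recorded kinetically, defines activity here; cells are a tetracycline-induced HEK293 T-REx line expressing force-coupled D2.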
TRHR ag = agonists of human TRH receptor; P34981; TRHR cells, calcium flux fluo-8, FDSS agonist mode; activation, % at 2 µM; 0.18% of 360,000 active; AID 493084; in the data active means activation above about 30%; further: 0% is about no effect
Target sequence (P34981 whole entry, looked up): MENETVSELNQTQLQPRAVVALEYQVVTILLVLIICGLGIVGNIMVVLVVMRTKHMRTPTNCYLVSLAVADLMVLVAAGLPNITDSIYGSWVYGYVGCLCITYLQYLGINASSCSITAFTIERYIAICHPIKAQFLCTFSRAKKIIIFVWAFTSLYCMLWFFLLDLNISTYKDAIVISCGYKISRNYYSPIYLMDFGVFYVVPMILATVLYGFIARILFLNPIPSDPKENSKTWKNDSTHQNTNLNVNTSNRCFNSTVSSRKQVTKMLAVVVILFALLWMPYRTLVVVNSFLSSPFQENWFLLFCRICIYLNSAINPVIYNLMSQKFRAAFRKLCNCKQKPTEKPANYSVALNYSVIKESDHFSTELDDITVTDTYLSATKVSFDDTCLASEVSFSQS
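Steps: seed TRHR cells overnight; add fluo-8 no-wash Ca dye, RT 30 min–1.5 h; record 10 s baseline; pin-transfer compounds; monitor fluorescence 1 cycle/s for the agonist window. Calcium increases flag candidate agonists.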
TRHR enhancer = TRH receptor (human) allosteric enhancement | P34981 | TRHR cells, fluo-8 calcium fluorescence, EC20 TRH enhancement | enhancement, % at 2 µM | 0.66% of 360,000 active | AID 493056; in the data active means enhancement above about 30%; further: 0% is about no effect
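TRHR-expressing cells loaded with fluo-8 calcium dye were read kinetically (ex 480/em 530) during compound addition, then stimulated with an EC20 of TRH (10 nM final). Enhancement of the Gq-mediated intracellular calcium response was scored.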
mIDH1 inhibitor = human IDH1 R132H inhibition; 0.093% of 390,000 active; Potency, µM (highest dose often 76.6 µM), without a hit: top-dose activity change, negative = inhibition, most hits filed as inhibitors; IDH1-R132H enzyme, NADPH consumption, diaphorase/resazurin fluorescence; further: potency means the concentration at half of the fitted maximal effect; on the % scale 0 is the no-effect control and ±100 the full control effect; nearly all actives have a fitted effect of over 65% in size
Target sequence (O75874 whole entry R132H, stated change not applied): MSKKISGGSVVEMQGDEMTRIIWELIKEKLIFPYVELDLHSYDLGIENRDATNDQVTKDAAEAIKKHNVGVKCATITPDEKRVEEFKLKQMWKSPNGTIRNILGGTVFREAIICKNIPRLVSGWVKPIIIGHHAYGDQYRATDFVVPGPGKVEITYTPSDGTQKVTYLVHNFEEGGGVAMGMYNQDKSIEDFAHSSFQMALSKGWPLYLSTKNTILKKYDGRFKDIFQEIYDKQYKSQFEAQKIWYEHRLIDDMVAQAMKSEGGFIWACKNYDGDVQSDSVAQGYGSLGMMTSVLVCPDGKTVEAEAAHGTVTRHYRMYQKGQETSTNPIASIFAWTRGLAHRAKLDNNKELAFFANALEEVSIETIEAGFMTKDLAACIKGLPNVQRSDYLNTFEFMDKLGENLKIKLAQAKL
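IDH1-R132H (0.5 ug/mL dispensed) in pH 7.5 Tris buffer was preincubated 30 min with compound, then given a substrate mix of 0.016 mM NADPH and 2 mM alpha-KG for 80 min at room temperature; remaining NADPH was read by diaphorase/resazurin fluorescence.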
Active calls of the source: *; ? = inconclusive; / = not tested or not shown; & = joins results of further samples; [ ] = remark or other dose. Unless noted, the call rests on the fitted dose curve; in most records, active means well fitted inhibition curve with a large enough effect; inconclusive means small, poorly fitted or top-dose-only effect; inactive means no such curve, though single readings can be large or run the other way.

canonical_smiles	rTrxR1 inhibitor	Pin1 inhibitor	TrxR1 substrate	D2 ag	USP1 inh	D2 antag	TRHR ag	TRHR enhancer	mIDH1 inhibitor
CC(Cc1ccccc1)NCCC(=O)NC(C)Cc1ccccc1 (stereo not given)	17%	3%	3%	-0.3	-15%	13	0.0	-8	-8%
N[C@@H](CCl)C(=O)O	3%[57.1 µM]	-9%	3%[57.1 µM]	/	?	/	/	/	4%
COc1ccc(N2CC(C(=O)NCc3ccco3)CC2=O)cc1 (stereo not given)	10%	?	5%	-0.1	-12%	0	0.1	-1	8%
COc1ccc(CCNCc2sccc2C)cc1	-5%	3%	-5%	0.3	-16%	-14	-0.1	7	-2%
CCS(=O)(=O)N1N=C(c2cccc(NS(C)(=O)=O)c2)CC1c1ccccc1 (stereo not given)	5%	54%[activator]	2%	/	?	/	0.6	-1	-8%
CCCCCn1c(=O)c(C(=O)Nc2nc(CC(=O)OCC)cs2)c(O)c2ccccc21	6%[57.1 µM]	-2%	-24%[57.1 µM]	0.3	-22%	-10	0.5	-2	-1%
Cc1cc(OCC(=O)NC(Cc2ccc(Cl)cc2)C(=O)O)c2c3c(c(=O)oc2c1)CCCC3 (stereo not given)	8%	?	89%[activator]	-1.1	-21%	-13	-0.1	3	-13%
O=c1[nH]c(=S)[nH]c(O)c1N=Nc1ccc(S(=O)(=O)N2CCc3ccccc32)cc1	0%[57.1 µM]	75%[activator]	5%[57.1 µM]	1.3	-12%	-2	-0.7	0	-1%
CCN(CC)S(=O)(=O)N1CCC(C(=O)N2CCC3(CC2)OCCO3)CC1	7%	0%	0%[57.1 µM]	0.2	4%	2	0.0	-10	-7%
CCCCNC(=S)N(CCN(CC)CC)Cc1cc2cc3c(cc2[nH]c1=O)OCO3	-7%	-1%	27%	-0.8	4%	3	-0.5	7	6%
Fc1ccc2c(c1)nnn2C1CCN(Cc2nnnn2CCc2ccccc2)CC1	-6%	2%	6%	-0.6	-20%	-5	-1.1	-6	10%
CS(=O)(=O)NNP(=O)(NNS(C)(=O)=O)NC(=O)c1ccc(Br)cc1	-14%	-12%	-13%	-0.9	-3%	3	-0.8	-1	6%
Oc1c(Br)cc(-c2ccccc2)cc1Br	-9%	-1%	-6%	/	?	/	/	/	-6%
Cn1cc(C(=O)OCC(=O)Nc2ccccc2)c2ccccc21	-13%	-19%	-15%	-1.0	-8%	-17	0.1	-2	7%
NCCc1ccc(S(N)(=O)=O)cc1	6%	-1%	-6%	1.3	-7%	-4	0.4	40*	-9%
CN1C(=O)C(=Cc2cc([N+](=O)[O-])ccc2N2CCCCC2)C(=O)N(C)C1=O	9%[57.1 µM]	1%	4%[57.1 µM]	-0.1	-3%	4	-0.3	1	-2%
CC1C2Cc3ccc(O)cc3[C@]1(C)CCN2CCc1ccccc1 (stereo not given in full)	16%	-9%	2%	/	-26%	/	/	/	-6%
CC1N(C)c2cc(NC(=O)c3ccco3)c(P(=O)(Nc3ccc([N+](=O)[O-])cc3)N3CCOCC3)cc2C1(C)C (stereo not given)	-13%[57.1 µM]	-1%	0%[57.1 µM]	0.3	-15%	-1	1.1	6	?
O=P(Nc1ccccc1)(Nc1ccccc1)Oc1ccc(Cl)cc1	4%	-6%	-1%	0.7	-18%	15	-0.5	-3	1%
CC(C)CCn1c(=O)c(C(=O)NCc2ccco2)c(O)c2ccccc21	17%[57.1 µM]	-7%	-18%[57.1 µM]	/	-8%	/	0.1	-2	6%
C#CC1(O)C=CC2C3CCC4=CC(=O)CCC4C3CCC21CC (stereo not given)	1%	-2%	4%	-1.0	-17%	4	-0.7	4	0%
Cc1nn(Cc2ccccc2)c(Cl)c1C(=O)OC(C)C(=O)Nc1ccc(F)cc1Cl (stereo not given)	8%	7%	1%	0.2	-7%	2	2.4	3	-2%
CC(C(=O)Nc1ccc(Cl)cc1Cl)N1CC=C(c2ccccc2)CC1 (stereo not given)	7%[57.1 µM]	20%	-10%	7.0	-16%	4	0.8	-3	-5%
CCOP(=O)(OCC)C(NC(=O)c1ccccc1)C(Cl)(Cl)Cl (stereo not given)	-15%	-17%	-10%	-0.6	5%	3	-0.3	-6	2%

Only mIDH1 inhibitor (3 entries from above):
mol | mIDH1 inhibitor
O=P(Nc1ccccc1)(Nc1ccccc1)Oc1ccc(Cl)cc1 | 1%
CC(C)CCn1c(=O)c(C(=O)NCc2ccco2)c(O)c2ccccc21 | 6%
C#CC1(O)C=CC2C3CCC4=CC(=O)CCC4C3CCC21CC (stereo not given) | 0%

Going on with the list.
canonical_smiles	rTrxR1 inhibitor	Pin1 inhibitor	TrxR1 substrate	D2 ag	USP1 inh	D2 antag	TRHR ag	TRHR enhancer	mIDH1 inhibitor
Cn1ccnc1P(=S)(c1nccn1C)N1CCOCC1	-5%[57.1 µM]	-2%	7%[57.1 µM]	0.2	-14%	-10	0.4	3	-1%
O=C1NC(=O)C(Cc2ccccc2)(Cc2ccccc2)C(=O)N1	3%[57.1 µM]	-1%	12%[57.1 µM]	/	-14%	/	/	/	10%
Cc1ccccc1-n1c(CNc2ccccc2)nc2ccccc2c1=O	-11%	1%	-8%	/	5%	/	/	/	0%
CC12CN3CCN(CC(C3)C1O)C2 (stereo not given)	2%[57.1 µM]	0%	-3%	1.0	-7%	9	0.5	-4	-4%
O=c1c2ccccc2nc(Cc2cccc([N+](=O)[O-])c2)n1-c1ccc(O)cc1	4%	-7%	-5%	0.8	-3%	3	0.6	4	-1%
C=C1N2CCC(CC2)C1(O)c1ccccc1C (stereo not given)	12%[57.1 µM]	-1%	5%[57.1 µM]	0.2	1%	-11	0.1	10	0%
Oc1ccc2c3c1OC1c4oc5ccccc5c4C[C@@]4(O)[C@@H](C2)N(CC2CC2)CC[C@]314 (stereo not given in full)	11%	6%	-3%	/	?	/	/	/	1%
CCc1c(C)nc(N)nc1N1N=C1SC	20%	0%	3%	0.0	-9%	9	-0.5	0	13%
Cc1c(N=Cc2c(O)n(CCc3ccc(F)cc3)c(=O)[nH]c2=O)c(=O)n(-c2ccccc2)n1C	20%	3%	10%	-0.6	-6%	5	-0.5	2	-2%
c1ccc(NC2=NCCCS2)cc1	22%	1%	2%	0.2	-15%	-22	-0.1	14	-11%
CN(C)CCn1cnc2ccccc21	22%	1%	9%	4.8	?	-16	0.1	-1	-13%
Cc1ccc(Cn2cc(C=O)c3ccccc32)cc1	10%	-3%	-2%	0.5	?	9	-0.5	-8	-2%
Cc1ccc2c(c1)C1CN(C)CCC1N2C(=O)COc1ccc(S(=O)(=O)N2CCOCC2)cc1 (stereo not given)	-11%	-4%	-2%	/	-4%	/	-0.1	2	2%
Cc1cc(OC(C)C(=O)NCC2CCC(C(=O)O)CC2)c2c3c(c(=O)oc2c1)CCC3 (stereo not given)	8%	-1%	312%[activator]	0.1	-21%	1	0.5	-5	-3%
CC(C)c1ccccc1OCC(=O)N1CCCN(C)CC1	13%	8%	0%	2.0	-28%	3	-0.1	-11	0%
COc1cc(C=C2C(=O)NC(=O)NC2=O)ccc1OS(=O)(=O)c1ccccc1[N+](=O)[O-]	6.3µM*	-4%	5%	-0.7	-18%	-6	-0.5	14	4%
COc1ccc(C(C)=O)cc1Cc1c(O)[nH]c(=S)[nH]c1=O	20%	-12%	2%	0.3	-12%	10	1.6	2	-13%
CC12CCC3C(CCCC4CC(=O)CCC43C)C1CCC2O (stereo not given)	8%	-6%	1%	/	-20%	/	/	/	3%
Cc1ccccc1NC1=NCC(C)S1 (stereo not given)	17%	-6%	8%[57.1 µM]	0.9	-3%	-2	-0.1	2	1%
COc1ccc(/C=C2\C(=O)NC(=S)N(C)C2=O)cc1C	?	/	-3%[57.1 µM]	/	-16%	/	-0.3	-6	0%
C[C@@H]1C2C[C@@]34COC(=O)C3=CC=C[C@H]4[C@@]13C[C@H](c1ccoc1)O[C@@H]3O2	23%[57.1 µM]	-3%	10%[57.1 µM]	2.1	-11%	-18	-0.7	9	-3%
CC1CCC(C(C)C)C(OC(=O)COC(=O)c2ccccc2N)C1 (stereo not given)	37%[activator]	-2%	59%[activator]	-0.5	-6%	-13	0.1	7	7%
Cc1c(NP(=O)(C(C)(C)C)C(C)(C)C)c(=O)n(-c2ccccc2)n1C	13%	0%	4%	1.0	-23%	-7	0.1	1	0%
CCOC(=O)[C@]12Cc3cc(OC)ccc3[C@H]1N(Cc1ccccc1)C(=O)c1ccccc12	15%&18%	4%	-5%&-7%	/	-19%	/	/	/	-8%
C=CC1CN2CCC1CC2[C@@H](OC(=O)c1ccc(OC)cc1)c1ccnc2ccccc12 (stereo not given in full)	-1%[57.1 µM]	-7%	3%[57.1 µM]	5.4	-8%	28	-1.2	-3	-3%
COc1cc2c3cc1Oc1cc(ccc1O)C[C@@H]1c4c(cc(OC)c(O)c4Oc4cccc(c4)C[C@@H]3N(C)CC2)CC[N+]1(C)C	10%	1%	5%	0.3	-11%	3	0.3	-4	3%
CCC(=O)OC1(c2cccc(C)c2)CC(C)N(C)CC1C (stereo not given)	-8%	3%	-7%	-0.1	-3%	-13	0.2	-1	-3%
N/C(=N\[N+](=O)[O-])N1CCN(C(=O)c2ccccc2)CC1	-7%[57.1 µM]	-3%	-6%[57.1 µM]	3.1	-13%	-31	0.8	-9	-11%
CC(C)c1ccc(-n2c(O)c(C=NC(CCS(C)=O)C(=O)O)c(=O)[nH]c2=S)cc1 (stereo not given)	-16%	-1%	-11%	-0.7	?	-7	1.3	6	-11%

Source: PubChem BioAssay

This is a subset. The share of hits here may be higher or lower than overall.
